# Screens as filed in PubChem.
# D1 antag = blocks dopamine activation of the human D1 receptor. activity change, negative = inhibition, % at 10 µM. HEK293 TREx D1 cells, calcium flux, dopamine EC80; active compounds read low. 360,000 compounds, 3.2% hits; in the data active = activity change below about -30%; note: % is set by controls: 0 for no effect and ±100 for the full control effect
#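 Allosteric or orthosteric antagonism assessed as attenuation of the calcium response to EC80 dopamine, added 180 s after compound, in induced HEK293 Trex D1 cells loaded with no-wash calcium dye.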
# TRHR enhancer = allosterically enhances the human TRH receptor; 360,000 compounds, 0.66% hits; TRHR cells, fluo-8 calcium fluorescence, EC20 TRH enhancement; enhancement, % at 2 µM; AID 493056; P34981; in the data active = enhancement above about 30%; note: 0% is about no effect
# Target sequence (P34981 whole entry, looked up): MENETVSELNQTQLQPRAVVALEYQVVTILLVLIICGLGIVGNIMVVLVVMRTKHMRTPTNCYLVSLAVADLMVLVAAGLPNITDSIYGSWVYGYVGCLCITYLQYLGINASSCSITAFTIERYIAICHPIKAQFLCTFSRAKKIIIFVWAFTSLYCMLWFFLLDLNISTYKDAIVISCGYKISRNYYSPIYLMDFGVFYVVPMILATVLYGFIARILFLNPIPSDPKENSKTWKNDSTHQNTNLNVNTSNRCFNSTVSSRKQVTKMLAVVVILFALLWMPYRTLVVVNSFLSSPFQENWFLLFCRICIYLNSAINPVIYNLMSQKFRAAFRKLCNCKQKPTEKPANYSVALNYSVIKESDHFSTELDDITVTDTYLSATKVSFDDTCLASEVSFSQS
#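 TRHR-expressing cells loaded with fluo-8 calcium dye were read kinetically (ex 480/em 530) during compound addition, then stimulated with an EC20 of TRH (10 nM final). Enhancement of the Gq-mediated intracellular calcium response was scored.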
# RXFP1 antag = RXFP1 (human) relaxin receptor antagonism | HEK293-RXFP1, relaxin-stimulated cAMP HTRF, 30 min; active compounds read low | activity change, negative = inhibition, % at 57.5 µM | 350,000 compounds, 0.59% hits;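 active = activity change of -60% or lower, but not beyond a set lower limit; inconclusive = change between -60% and -40%, or beyond the set limit; inactive = change above -40%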; note: % is set by controls: 0 for no effect and ±100 for the full control effect
# D1 potentiator = human D1 dopamine receptor positive modulation; HEK293 TREx D1 cells, calcium flux, dopamine EC20 potentiation; 360,000 compounds, 0.036% hits; potentiation, % at 10 µM; P21728; in the data active = potentiation above about 30%; note: 0% is about no effect
# RXFP1 agonist = RXFP1 (human) receptor agonism. Q9HBX9. HEK293T-RXFP1 cAMP TR-FRET, 30 min; response scale: percent of porcine relaxin response, buffer zero. Potency, µM (top dose mostly 57.5 µM), for inactives: at the highest dose activation, hits mostly activators. 370,000 compounds, 0.3% hits. AID 2676; note: potency is the fitted concentration of half-maximal effect; % is set by controls: 0 for no effect and ±100 for the full control effect; nearly all actives have a fitted effect of over 60% in size; many of its hits are not listed in these tables
#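 Agonist response is measured as cAMP accumulation in an RXFP1-transfected HEK293T line under PDE4 inhibition. Values are scaled between buffer-only and 29 nM porcine relaxin, and EC50s come from standard Hill equation fits.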
# D2 PAM = positively modulates the human D2 dopamine receptor allosterically. HEK293 T-REx D2, calcium flux, EC20 dopamine potentiation. potentiation, % at 10 µM. 340,000 compounds, 0.34% hits. AID 485347;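 active = potentiation over 3 SD above the plate norm, cut at about 30% in these data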; note: 0% is about no effect
# Target sequence (P14416 whole entry, looked up): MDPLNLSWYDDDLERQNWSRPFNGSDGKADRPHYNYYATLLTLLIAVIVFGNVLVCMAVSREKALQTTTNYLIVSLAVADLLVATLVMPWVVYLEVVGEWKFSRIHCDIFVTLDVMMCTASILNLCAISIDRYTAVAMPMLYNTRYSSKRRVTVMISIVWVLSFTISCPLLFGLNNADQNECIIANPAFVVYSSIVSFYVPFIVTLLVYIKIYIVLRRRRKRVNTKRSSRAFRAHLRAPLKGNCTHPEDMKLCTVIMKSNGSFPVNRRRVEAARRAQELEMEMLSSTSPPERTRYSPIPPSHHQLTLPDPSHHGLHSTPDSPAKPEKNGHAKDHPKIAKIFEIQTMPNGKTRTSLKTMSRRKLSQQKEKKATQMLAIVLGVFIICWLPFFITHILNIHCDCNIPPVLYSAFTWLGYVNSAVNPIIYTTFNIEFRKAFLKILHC
#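 Calcium flux readout, no-wash dye, 1 read/s. Inducible HEK293 Trex D2 line, overnight 30 C. Compound alone 180 s (agonist flags), then EC20 dopamine, another 180 s to score potentiation.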
# Anesthetic bind = binds horse apoferritin like a general anesthetic. P02791. Potency, µM (top dose mostly 77.5 µM), for inactives: top-dose activity change, negative = displacement, usual class: inhibitors. apoferritin/1-aminoanthracene competitive binding, fluorescence. 350,000 compounds, 0.074% hits; note: potency is the fitted concentration of half-maximal effect; % is set by controls: 0 for no effect and ±100 for the full control effect; nearly all actives have a fitted effect of over 20% in size
# Target sequence (P02791 2-175 limits assumed): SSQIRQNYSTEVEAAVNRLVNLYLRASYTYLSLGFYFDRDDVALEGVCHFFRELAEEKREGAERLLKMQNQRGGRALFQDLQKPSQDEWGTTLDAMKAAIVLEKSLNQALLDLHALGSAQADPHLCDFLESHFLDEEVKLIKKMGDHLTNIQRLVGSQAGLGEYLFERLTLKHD
#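 Horse-spleen apoferritin (10 uM) was mixed with 50% saturated 1-aminoanthracene in PBS, exposed to compounds for 10 min at room temperature, and read for fluorescence (ex 380 nm, em 535 nm). Competitive displacement was fitted with a four-parameter Hill equation.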
# TRHR ag = agonists of human TRH receptor; P34981; TRHR cells, calcium flux fluo-8, FDSS agonist mode; activation, % at 2 µM; 360,000 compounds, 0.18% hits; AID 493084; in the data active = activation above about 30%; note: 0% is about no effect
#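 TRHR-expressing cells, plated overnight in medium with 10% serum, were loaded with fluo-8 calcium dye at room temperature. After a 10 s baseline, library compound was pin-added and calcium release was recorded kinetically (ex 480/em 530) as agonist response.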
# D1 ag = agonists of human D1 dopamine receptor; HEK293 T-REx D1 cells, calcium flux, agonist mode; P21728; 360,000 compounds, 1% hits; activation, % at 2 µM; in the data active = activation above about 30%; note: 0% is about no effect
#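 Tetracycline-induced HEK293 TREx D1 cells, force-coupled to calcium signalling, were dye-loaded with a no-wash calcium kit. Compound was pin-added after a 10 s baseline. Fluorescence was read kinetically at 1 cycle/s for 180 s, with calcium rises flagged as agonism.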
# * marks the source's active call; other numbers are inactive results; u = inconclusive; x = not tested or not shown; [ ] = another dose, or the depositor's remark. Unless noted, calls come from the whole dose curve; as a rule, active = well fitted curve in the direction sought with a large enough effect; inconclusive = small, poorly fitted or top-dose-only effect, or another doubt; inactive = no such curve, though single readings can be large; an effect the other way counts as inactive or inconclusive. Only part of the results is shown; count on the stated rates, not on these rows.
# Assay codes: A = D1 antag; B = TRHR enhancer; C = RXFP1 antag; D = D1 potentiator; E = RXFP1 agonist; F = D2 PAM; G = Anesthetic bind; H = TRHR ag; I = D1 ag
CCCn1cc(C(=O)O)cn1
  A: -18 | B: -2 | C: 12 | D: -6 | E: -0.3% | F: -11 | G: 2% | H: -0.1 | I: 5
Cc1cccc(NP(C)(=O)c2nc3c(s2)CCCC3)c1 (stereo unspecified)
  A: -2 | B: -4 | C: 1 | D: 4 | E: -4.7% | F: -1 | G: 1% | H: -0.6 | I: 6
CNP1(NC)=NC(C(F)(F)F)=NC(C(F)(F)F)=N1
  A: -7 | B: 18 | C: -15 | D: -3 | E: -1.0% | F: 4 | G: 14% | H: 1.2 | I: 1
O=P(O)(O)Oc1ccccc1P(=O)(c1ccccc1)c1ccccc1
  A: -7 | B: 3 | C: 8 | D: -8 | E: -2.9% | F: -6 | G: 3% | H: -0.2 | I: 1
CC(=O)Nc1ccc(C(=O)OCC(=O)Nc2ccc(Cl)cc2C(=O)c2ccccc2)cc1
  A: -16 | B: 4 | C: x | D: -4 | E: 1.4% | F: -7 | G: -20% | H: 0.2 | I: 5
CCCCn1c(=O)c(C(=O)Nc2ccccc2C)c(O)c2ccccc21
  A: -5 | B: 4 | C: 0 | D: -2 | E: 1.0% | F: 0 | G: -2% | H: 0.2 | I: 4
O=S1(=O)N(Cc2ccc(F)cc2)CCCN1Cc1ccccc1Cl
  A: -2 | B: -4 | C: 8 | D: -5 | E: -0.9% | F: -3 | G: 6% | H: 0.9 | I: 9
COc1ccc2[nH]c3c(c2c1)CCNC3
  A: -5 | B: 0 | C: x | D: 7 | E: 1.0% | F: -21 | G: x | H: 1.6 | I: 5
CCCCCC(=O)N[C@@H](c1ccccc1)[C@@H](O)C(=O)O[C@H]1C[C@@]2(O)[C@@H](OC(=O)c3ccccc3)C3[C@](C)(C(=O)[C@H](O)C(=C1C)C2(C)C)[C@@H](OC1OCC(O)C(O)C1O)C[C@H]1OC[C@@]31OC(C)=O (stereo partly specified)
  A: 0 | B: 13 | C: 3 | D: 14 | E: 0.2% | F: 2 | G: u | H: -0.6 | I: 2
c1ccc(C2N3CCCN23)cc1 (stereo unspecified)
  A: -10 | B: 0 | C: -3 | D: 5 | E: -0.8% | F: -6 | G: 1% | H: 0.2 | I: 1
Cc1cc(OC(C)C(=O)N[C@H](C(=O)O)c2ccccc2)c2c3c(c(=O)oc2c1)CCC3 (stereo partly specified)
  A: 12 | B: 14 | C: x | D: -2 | E: 9.2% | F: 0 | G: -3% | H: -0.1 | I: 0
CCCC(=O)c1cc(CP(=O)(OCC)OCC)oc1C
  A: 22 | B: -4 | C: 1 | D: -2 | E: 0.2% | F: 11 | G: -10% | H: 0.1 | I: 2
Cc1nn(CC(C)C)c(Cl)c1C(=O)NC1CCC(C)CC1 (stereo unspecified)
  A: -2 | B: 2 | C: 30 | D: -2 | E: 0.5% | F: 0 | G: x | H: -0.2 | I: 0
COC(=O)c1cccc(NC(=O)N2C[C@H]3C[C@@H](C2)c2cccc(=O)n2C3)c1
  A: 7 | B: -7 | C: x | D: -7 | E: 1.0% | F: -2 | G: -6% | H: 0.0 | I: 0
CCCNC(=O)N1[C@H]2CC[C@@H]1C(C(=O)OC)=C(c1ccc(-c3ccccc3)c(F)c1)C2
  A: -5 | B: 0 | C: x | D: -6 | E: -0.6% | F: -6 | G: x | H: 0.3 | I: 0
Cc1ccccc1NC1=NCCCS1
  A: -4 | B: 2 | C: 4 | D: 1 | E: -1.6% | F: 6 | G: -5% | H: 0.4 | I: 2
COc1cc(CN2CCN(c3cc(C)ccc3C)CC2)ccc1O
  A: -89* | B: 6 | C: x | D: -8 | E: 0.2% | F: -14 | G: -8% | H: -0.2 | I: 7
CCOC(=O)C1=C(N)OC2=C(C(=O)CC(C)(C)C2)C12C(=O)Nc1ccccc12 (stereo unspecified)
  A: -37* | B: -3 | C: -11 | D: -12 | E: 1.1% | F: -2 | G: -16% | H: 0.1 | I: 1
COC(=O)C(C)Oc1ccc(Cc2ncc(C(F)(F)F)cc2Cl)cc1 (stereo unspecified)
  A: -37* | B: 13 | C: -4 | D: -10 | E: 0.0% | F: x | G: u | H: -0.4 | I: 14
O=c1[nH]c(O)c(C=NC2CCN(Cc3ccccc3)CC2)c(=O)[nH]1
  A: 8 | B: -1 | C: -22 | D: -6 | E: -3.6% | F: 5 | G: -13% | H: 0.1 | I: 1
CC1(C)C(C(=O)N2CCN(c3ccc(Cl)cc3)CC2)C1(C)C
  A: -5 | B: -12 | C: -19 | D: -6 | E: 5.6% | F: 3 | G: 4% | H: -0.3 | I: 4
Oc1cc2c(cc1CN1CCN(c3ccccc3)CC1)OCO2
  A: -1 | B: 6 | C: -21 | D: -7 | E: 0.2% | F: -55 | G: -12% | H: -0.4 | I: 2
Cn1c(O)c(C2=NN(C(=O)CCl)C(c3ccccc3)C2)c(=O)n(C)c1=O (stereo unspecified)
  A: -1 | B: -4 | C: 2 | D: 1 | E: 3.2% | F: 2 | G: -1% | H: -0.2 | I: 1
Cc1ccc(N)cc1N
  A: x | B: 1 | C: x | D: 1 | E: -0.9% | F: 15 | G: x | H: -0.1 | I: 1
COc1ccc(CCn2c(O)c(/C=N/N3CCCCC3)c(=O)[nH]c2=O)cc1OC
  A: 6 | B: 3 | C: 18 | D: -5 | E: 3.1% | F: 19 | G: -10% | H: -0.9 | I: 4

# Next records
Molecule	D1 antag	TRHR enhancer	RXFP1 antag	D1 potentiator	RXFP1 agonist	D2 PAM	Anesthetic bind	TRHR ag	D1 ag
CSc1ccc(CN2CCN(c3ccccc3C)CC2)cc1	-1	-3	u	-5	-1.4%	-32	-13%	-1.6	2
Cc1ccc(CN2CC3CC(C2)c2cccc(=O)n2C3)cc1 (stereo unspecified)	-24	2	-15	-2	0.5%	-6	-12%	1.6	3
CN1CCN(Cc2ccc(N)cc2)CC1	3	-1	4	-2	0.6%	-1	0%	1.4	1
O=C1CCN(C(=O)Cc2ccccc2[N+](=O)[O-])CC1	10	2	5	-5	0.5%	x	-10%	-0.2	1
CC(C)(C)n1c(O)c(C=Nc2ccc3c(c2)CCC3)c(=O)[nH]c1=O	15	1	6	-2	3.0%	3	2%	-0.2	1
O=C1NC(=O)C2(Cc3cc([N+](=O)[O-])ccc3N3CCN(C(=O)c4ccccc4)CC32)C(=O)N1 (stereo unspecified)	-15	6	-1	-8	3.6%	16	-4%	0.7	7
CC(C(=O)c1cn(C)c2ccccc12)c1ccccc1 (stereo unspecified)	4	3	1	-2	-1.0%	3	u	0.1	0
CCCC(=O)NC(Oc1ccc(C(C)=O)cc1)C(Cl)(Cl)Cl (stereo unspecified)	-3	0	-5	-1	-1.1%	10	-15%	0.7	4
CN1CCN(CC(=O)Nc2ccc([N+](=O)[O-])cc2C(=O)c2ccccc2)CC1	-3	4	-4	-2	1.8%	6	-16%	-0.2	1
O=C1Nc2cc(C(=O)N3CCC4(CC3)OCCO4)ccc2S/C1=C\c1ccccc1	26	6	11	0	-1.0%	x	-14%	1.4	10
CCCCn1c(O)c(C(C)=NCc2ccc3c(c2)OCO3)c(=O)[nH]c1=O	-2	-3	-15	-2	0.6%	4	4%	-0.1	6
O=C1/C(=C/c2cccc([N+](=O)[O-])c2)N2CCC1CC2	-27	2	17	-6	0.0%	1	-7%	1.0	6
Cn1cc(C(O)CN2CCCCC2)c2ccccc21 (stereo unspecified)	-24	7	4	-4	0.2%	6	-8%	0.4	5
CC1(C)CC(=O)C(C2(O)C(=O)NC(=O)NC2=O)=C(O)C1	5	-1	-25	0	0.8%	-2	-17%	-0.1	1
CCCCc1ncc(CN2CCCC(C(=O)c3ccc(SC)cc3)C2)[nH]1 (stereo unspecified)	-9	1	-12	-4	1.0%	-25	-21%	0.5	22
CC(=O)O[C@]1(C)C(=O)OC/C2=C/CN(C)CCC(OC(=O)[C@@](O)(C(C)O)C[C@H]1C)C2=O (stereo partly specified)	-5	-1	7	-4	2.3%	-2	3%	0.7	4
Cc1[nH]c2ccccc2c1/C=N/O	-3	3	-12	2	-3.2%	-1	-13%	0.4	1
C#CC[N+]1(C)[C@@H]2CC(OC(=O)C(CO)c3ccccc3)C[C@H]1C(O)C2 (stereo partly specified)	-14	8	7	0	0.0%	9	11%	1.3	3
Cc1ccc2c(c1Cl)NC(C(=O)O)C1CC(Sc3ccccc3[N+](=O)[O-])C(Cl)C21 (stereo unspecified)	-9	11	6	1	-19%	9	1%	-0.3	0
Cc1ccc(S(=O)(=O)N(C)N=O)cc1	8	4	x	-6	1.0%	9	x	-0.9	-1
Cc1cc(C)cc(OCC(=O)Nc2ccc(Cl)cc2C(=O)c2ccccc2)c1	-9	-6	3	-1	0.1%	-8	-6%	-0.9	1
COc1ccc(Cc2c(O)[nH]c(=O)[nH]c2=O)c(OC)c1	13	1	-10	-7	3.0%	16	1%	0.4	2
COc1ccc(OCC(=O)Nc2ccc(Cl)cc2C(=O)c2ccccc2)cc1	5	-6	1	8	-3.2%	-15	-17%	0.1	4
Cc1c(CCNS(=O)(=O)c2ccccc2)sc2nc(-c3ccc(Cl)cc3)nn12	x	3	-15	-4	-2.3%	1	34%[activator]	1.9	28
CC(NS(=O)(=O)OCC(Cl)(Cl)Cl)c1ccccc1 (stereo unspecified)	-2	0	x	-5	-0.4%	-5	u	0.2	0
CC(=O)Nc1ccccc1C(=O)OCC(=O)c1ccc2c(c1)OCCO2	0	-11	1	1	0.0%	4	-11%	0.0	12
